Bioassay records: PubChem, Broad Institute
Pf Dd2 growth: P. falciparum Dd2 growth inhibitors, primary screen, SYBR Green fluorescence, single dose replicates. 72 h; active compounds read low. activity change, % at 10 µM. actives 2.3% (n = 94,000); in the data active means activity change below about -80%; inconclusive means no clear call, values can overlap the other calls
T cruzi growth: T. cruzi intracellular proliferation inhibitors, primary screen, cell-based, beta-gal Tulahuen parasites, NIH3T3 host, luminescence. T. cruzi beta-gal in NIH3T3, GalScreen luminescence, 90 h. inhibition, % at 8.34 µM. actives 5.9% (n = 77,000). AID 624255, 2012;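 active means mean inhibition above about 93%, with at least 55% of replicates each passing it, limit read from the data, passing the limit was not always enough; inconclusive means only one of those two conditions holds; inactive means neither condition holds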
C diff HTS: C. difficile growth inhibitors, primary screen, HTS; Clostridium difficile clinical isolate growth, OD600, 24 h; active compounds read low; growth activity, negative = inhibition, % at 16 µg/mL (by protocol); actives 0.25% (n = 86,000);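 active means mean growth activity at or below -80% and every replicate also at or below -80%; inconclusive means mean at or below -80% but some replicate above -80%; inactive means mean growth activity above -80%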;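 further: 0% = DMSO wells and -100% = levofloxacin 16 µg/mL wells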
KDM4C inh: inhibitors of GASC-1 (KDM4C) histone demethylase, primary screen, biochemical, single concentration HTS; Lysine-specific demethylase 4C (Homo sapiens), Q9H3R0; GST-KDM4C 2-372, H3K9me3 peptide, LANCE TR-FRET; inhibition, % at 12.5 µM; actives 0.15% (n = 96,000); AID 720574, 2013;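 active means mean replicate inhibition above about 25%, with at least 55% of replicates also reaching it, limit read from the data, passing the limit was not always enough; inconclusive means only one of those two conditions met; inactive means neither condition met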
Target sequence (Q9H3R0 2-372 limits assumed): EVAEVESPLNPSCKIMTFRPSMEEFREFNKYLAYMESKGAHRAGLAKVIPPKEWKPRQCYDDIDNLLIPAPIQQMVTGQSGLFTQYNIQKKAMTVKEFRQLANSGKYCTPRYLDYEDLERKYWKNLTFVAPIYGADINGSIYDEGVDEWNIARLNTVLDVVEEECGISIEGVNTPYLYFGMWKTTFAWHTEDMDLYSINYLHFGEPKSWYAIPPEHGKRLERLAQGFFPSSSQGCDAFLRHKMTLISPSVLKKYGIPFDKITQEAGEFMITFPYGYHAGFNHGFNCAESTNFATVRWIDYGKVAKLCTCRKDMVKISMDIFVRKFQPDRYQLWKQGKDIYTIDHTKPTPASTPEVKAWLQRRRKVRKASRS
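System: N-terminal GST-fused human GASC-1 (KDM4C) fragment, residues 2-372 / Amount: 10 nM GST-KDM4C in enzyme reaction / Also added: H3K9me3 peptide with Fe(II)/2OG / Times: 30 min demethylation and 1 h detection at room temperature / Signal: LANCE TR-FRET / Read-out basis: Fall in 671/618 emission ratio as inhibition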
The depositor's hits bear a star; ? = inconclusive; . = not tested or not shown; & = joins results of further samples; ! = a repeat was not active.

Fields: Pf Dd2 growth	T cruzi growth	C diff HTS	KDM4C inh
- CC(C)CC#Cc1ccc2c(c1)O[C@@H](CN(C)C(=O)NC1CCCC1)[C@H](C)CN([C@H](C)CO)S2(=O)=O
  -34	123*	-6	6.8
- O=C(c1ccc(F)cc1)N1CC(=O)N2[C@H](CO)[C@@H](c3ccc(C#CC4CC4)cc3)[C@H]2C1
  -12	.	-1	-0.7
- O=C(Nc1cccc(F)c1)N1CC(=O)N2[C@@H](CO)[C@@H](c3ccc(-c4ccccc4F)cc3)[C@@H]2C1
  -18	.	7	-1.0
- C[C@H](CO)N1C[C@H](C)[C@@H](CN(C)Cc2ccncc2)OCCCC[C@H](C)Oc2ccc(NS(=O)(=O)c3cccs3)cc2C1=O
  2	21	0	0.9
- CCC(=O)Nc1ccc2c(c1)OC[C@H](C)N(C(=O)c1ccccn1)C[C@@H](C)[C@@H](OC)CN(C)C2=O
  .	9	-6	-0.2
- O=C(Nc1ccccc1F)N1CCCCN2[C@H](C1)[C@H](c1ccc(-c3cccnc3)cc1)[C@@H]2CO
  20	104*	-13	-0.8
- COc1ccc(C#Cc2cnc3c(c2)C(=O)N([C@@H](C)CO)C[C@H](C)[C@@H](CN(C)C)O3)cc1
  -42	49	-4	4.0
- C[C@@H]1CN([C@@H](C)CO)S(=O)(=O)c2ccc(-c3cccnc3)cc2O[C@@H]1CN(C)C(=O)NC1CCCCC1
  50	37	3	1.6
- O=C1CN(S(=O)(=O)Cc2ccccc2)C[C@@H]2[C@H](c3ccc(C#Cc4ccc(F)cc4)cc3)[C@@H](CO)N12
  -23	.	-4	-0.6
- Cc1cccc(S(=O)(=O)N2CCCCN3[C@@H](CO)[C@H](c4ccc(C#C[C@@H](C)O)cc4)[C@@H]3C2)c1
  -25	82	15	-0.1
- COc1ccc(C#Cc2ccc([C@H]3[C@@H](CO)N4CCCCN(C(=O)Nc5ccc(F)cc5)C[C@H]34)cc2)cc1
  -66	88	17	-2.7
- CN(C)CCCNC(=O)C[C@H]1C=C[C@H](NC(=O)Cc2cccnc2)[C@@H](CO)O1
  18	-8	.	-0.3
- COc1ccc(NC(=O)N[C@@H]2CC[C@H](CCNC(=O)CCN3CCCCC3)O[C@H]2CO)cc1
  -6	-2	.	.
- COc1cccc(-c2ccc3c(c2)O[C@@H](CN(C)C(=O)C2CC2)[C@@H](C)CN([C@@H](C)CO)S3(=O)=O)c1
  -21	105*	.	-0.2
- CC(=O)N1C[C@H]2[C@@H](c3ccccc31)[C@H](CO)N2S(=O)(=O)c1ccccc1
  -2	3	-8	2.3

Looked up above.
Pf Dd2 growth result of `O=C(Nc1cccc(F)c1)N1CC(=O)N2[C@@H](CO)[C@@H](c3ccc(-c4ccccc4F)cc3)[C@@H]2C1` → -18
T cruzi growth result of `CN(C)CCCNC(=O)C[C@H]1C=C[C@H](NC(=O)Cc2cccnc2)[C@@H](CO)O1` → -8
T cruzi growth result of `C[C@@H]1CN([C@@H](C)CO)S(=O)(=O)c2ccc(-c3cccnc3)cc2O[C@@H]1CN(C)C(=O)NC1CCCCC1` → 37
KDM4C inh result of `CC(=O)N1C[C@H]2[C@@H](c3ccccc31)[C@H](CO)N2S(=O)(=O)c1ccccc1` → 2.3

Additional results:
Fields: Pf Dd2 growth	T cruzi growth	C diff HTS	KDM4C inh
- C[C@@H]1CN([C@@H](C)CO)C(=O)c2cccc(NC(=O)C3CC3)c2O[C@@H]1CN(C)C(=O)Nc1ccc(C(F)(F)F)cc1
  -89*	-17	4	-0.7
- Cc1noc(C)c1S(=O)(=O)N(C)C[C@@H]1Oc2ccc(NS(=O)(=O)c3ccc(F)cc3)cc2CC(=O)N([C@H](C)CO)C[C@H]1C
  -37	45	8	-0.4
- O=C(Nc1nccs1)[C@@H]1[C@@H](CO)[C@@H]2Cn3c(cccc3=O)[C@@H]2N1C(=O)C1CC1
  .	38	-1	-0.2
- O=S(=O)(c1ccc(F)cc1)N1CCCCN2[C@H](CO)[C@H](c3ccc(C4=CCCCC4)cc3)[C@@H]2C1
  -27	73	1	0.2
- COCC(=O)Nc1ccc2c(c1)C(=O)N(C)C[C@H](OC)[C@@H](C)CN(C(=O)c1ccccc1F)[C@@H](C)CO2
  -14	-14	.	0.3
- CCCC#Cc1ccc2c(c1)O[C@H](CN(C)Cc1cccnc1)[C@H](C)CN([C@@H](C)CO)S2(=O)=O
  -24	109*	1	6.2
- C[C@@H]1CN([C@@H](C)CO)C(=O)c2cc(C#CCN(C)C)cnc2O[C@H]1CN(C)S(=O)(=O)c1ccccc1
  -14	97*	9	3.3
- C[C@@H]1CN([C@@H](C)CO)C(=O)c2cc(C3=CCCC3)cnc2O[C@@H]1CN(C)Cc1ccc(F)cc1
  -19	18	15	6.2
- O=C(C[C@H]1C=C[C@H](NC(=O)NC2CCCC2)[C@H](CO)O1)NCc1ccc(F)cc1
  0	-10	6	-0.1
- COc1cccc(S(=O)(=O)N(C)C[C@@H]2Oc3ncc(-c4cccc(C(F)(F)F)c4)cc3C(=O)N([C@H](C)CO)C[C@@H]2C)c1
  -13	.	9	-0.2
- C[C@H]1CN([C@@H](C)CO)C(=O)c2cc(C#CC3CC3)cnc2O[C@@H]1CN(C)C(=O)C1CCCCC1
  -23	59	.	-1.2
- COc1ccc(NC(=O)Nc2ccc3c(c2)C(=O)N([C@H](C)CO)C[C@H](C)[C@H](CN(C)C(=O)Nc2ccccc2)OCCCC[C@H](C)O3)cc1
  -44	50	0	-0.3
- C[C@@H]1CCCCO[C@@H](CN(C)C(=O)Nc2ccccc2)[C@@H](C)CN([C@H](C)CO)C(=O)c2cc(NC(=O)Nc3ccccc3)ccc2O1
  4	-19	9	4.2
- C[C@H]1CCCCO[C@@H](CN(C)C(=O)Cc2ccccc2)[C@@H](C)CN([C@@H](C)CO)C(=O)c2cc(NS(=O)(=O)c3ccccc3)ccc2O1
  -58	.	.	1.5
- CC(C)NC(=O)Nc1ccc2c(c1)C(=O)N([C@@H](C)CO)C[C@@H](C)[C@H](CN(C)C(=O)NC1CCCCC1)OCCCC[C@@H](C)O2
  -51	97*	-2	-1.6
- C[C@@H]1CN([C@H](C)CO)C(=O)c2cc(NC(=O)CCCN(C)C)ccc2O[C@H]1CN(C)Cc1ccc(-c2ccccc2)cc1
  -1	.	-5	9.8
- C[C@H](CO)N1C[C@H](C)[C@@H](CN(C)Cc2ccc(C(F)(F)F)cc2)OCCCC[C@H](C)Oc2ccc(NC(=O)Nc3ccccc3)cc2C1=O
  15	74	5	1.2
- CC(C)NC(=O)N1[C@@H](CO)[C@H](c2ccccc2)[C@@H]1CN(C)C(=O)c1ccncc1
  14	7	3	-2.4
- CCc1csc(N2[C@@H](C#N)[C@H](c3ccc(C#Cc4ccc(F)cc4)cc3)[C@@H]2CO)n1
  -52	106*	3	-5.5
- C/C=C/c1ccc2c(c1)O[C@H](CN(C)C(=O)CN(C)C)[C@@H](C)CN([C@H](C)CO)S2(=O)=O
  -28	-18	-2	0.4
- O=C(C[C@@H]1CC[C@@H]2[C@H](COC[C@H](O)CN2S(=O)(=O)c2ccccc2F)O1)N1CCC(Cc2ccccc2)CC1
  -35	69	-3&-9	0.6
- COc1ccc(NC(=O)Nc2ccc3c(c2)C(=O)N([C@@H](C)CO)C[C@@H](C)[C@H](CN(C)C(=O)CCCN(C)C)OCCCC[C@@H](C)O3)cc1
  44	24	3	2.7
- C[C@H](CO)N1C[C@H](C)[C@H](CN(C)S(=O)(=O)c2cn(C)cn2)Oc2c(NC(=O)CCCCCC(=O)Nc3ccccc3N)cccc2C1=O
  36	.	-3	1.9
- O=C(C[C@H]1CC[C@H]2[C@@H](COC[C@@H](O)CN2C(=O)Nc2ccc(C(F)(F)F)cc2)O1)NCC1CCCCC1
  -4	.	-101*!	-1.6
- C[C@H](CO)N1C[C@H](C)[C@H](CN(C)Cc2cccc(F)c2)Oc2cc(C#CC3CC3)ccc2S1(=O)=O
  5	.	10	-0.4
- CCCNC(=O)C[C@@H]1CC[C@H]2[C@@H](COC[C@H](O)CN2Cc2ccc(Cl)c(Cl)c2)O1
  -10	24	0	1.3
- COc1cccc(-c2ccc(C3[C@H]4CNC[C@@H]3N4C(=O)NC3CCCCC3)cc2)c1 (some centres undefined)
  -42&-11	.	33&44	21&-2.7
- O=C(C[C@H]1C=C[C@@H](NS(=O)(=O)c2ccccc2)[C@@H](CO)O1)N1CCC(Cc2ccccc2)CC1
  15	.	-3	1.0
- N#Cc1ccc(-c2ccc([C@@H]3[C@@H](CO)N4CCCCN(C(=O)Nc5ccc(F)cc5)C[C@@H]34)cc2)cc1
  -37	75	23	-0.9
- O=C(C1CCC1)N1C[C@@H]2N[C@H](C1)C2c1ccc(/C=C/c2ccccc2)cc1 (some centres undefined)
  -77&-22	.	61&1	-2.6&-2.9
- COCC#Cc1ccc2c(c1)O[C@@H](CN(C)S(=O)(=O)c1ccc(C)cc1)[C@@H](C)CN([C@@H](C)CO)S2(=O)=O
  -36	76	4	2.2
- Cn1cnc(S(=O)(=O)N[C@H]2C=C[C@@H](CC(=O)NCC3CC3)O[C@@H]2CO)c1
  3	-10	.	-1.4
- C[C@H]1CN([C@@H](C)CO)C(=O)c2cc(NS(=O)(=O)c3cn(C)cn3)ccc2O[C@@H]1CN(C)C(=O)Nc1ccc2c(c1)OCO2
  9	9	.	1.0
- CO[C@H]1CN(C)C(=O)c2ccc(NS(=O)(=O)c3ccc(-c4ccccc4)cc3)cc2OC[C@H](C)NC[C@@H]1C
  54	.	8	-0.6
- C[C@@H]1CN([C@H](C)CO)C(=O)Cc2cc(NC(=O)Nc3ccccc3)ccc2O[C@@H]1CN(C)S(=O)(=O)c1ccc(Cl)cc1
  -13	82	19	0.9
- CO[C@H]1CN(C)C(=O)c2ccc(NC(=O)c3ccc4c(c3)OCO4)cc2OC[C@H](C)N(CCC(F)(F)F)C[C@H]1C
  -25	34	.	2.2
- COc1cccc(C#Cc2ccc3c(c2)[C@H]2[C@H](CCN2C(C)=O)[C@H](CO)N3)c1
  -61	.	-6	-1.8
- COc1ccc(-c2ccc(C3[C@H]4CNC[C@@H]3N4C(=O)NC3CCCC3)cc2)cc1 (some centres undefined)
  5	.	-8	1.4
- COCC(=O)N1[C@H](C#N)[C@H](c2ccc(-c3cccnc3)cc2)[C@@H]1CO
  21	20	-8	2.6
- CN(C)C(=O)C[C@@H]1C[C@@H]2c3cc(NC(=O)Nc4ccccc4F)ccc3O[C@@H]2[C@@H](CO)O1
  13	3	-3	36*
- O=C(C[C@@H]1C=C[C@H](NC(=O)C2CCOCC2)[C@@H](CO)O1)NCc1ccncc1
  -17	-9	.	1.1
- C[C@@H]1CN([C@@H](C)CO)C(=O)Cc2cc(NC(=O)Nc3ccc4c(c3)OCO4)ccc2O[C@@H]1CN(C)C(=O)Nc1ccc(C(F)(F)F)cc1
  -6	35	-6	-0.3
- COc1ccccc1-c1cn(CC[C@H]2CC[C@@H](NC(=O)c3cnccn3)[C@H](CO)O2)nn1
  7	1	-2	-0.2
- C[C@H](CO)N1C[C@H](C)[C@@H](CN(C)C)Oc2ccc(NC(=O)CCN3CCOCC3)cc2C1=O
  -2	.	-1	-1.7
- C[C@H]1CN([C@@H](C)CO)C(=O)c2cccc(N(C)C)c2O[C@@H]1CN(C)Cc1ccc(-c2ccccc2)cc1
  -60	-23	-1	0.5
- C[C@@H]1CN([C@H](C)CO)C(=O)CCCn2cc(nn2)CO[C@H]1CN(C)C(=O)OCc1ccccc1
  18	-38	-3	.
- Cc1ccc(-c2cnc3c(c2)C(=O)N([C@H](C)CO)C[C@H](C)[C@@H](CN(C)C(=O)Cc2cccnc2)O3)cc1
  -8	-32	-2	2.3
- C[C@@H]1CCCCO[C@@H](CN(C)Cc2ccccc2)[C@@H](C)CN([C@@H](C)CO)C(=O)c2cc(NS(=O)(=O)c3ccc(Cl)cc3)ccc2O1
  -44	?	11	-0.7
- C[C@H](NC(=O)C[C@H]1CC[C@@H]2[C@H](COC[C@@H](O)CN2C(=O)Nc2cccc(F)c2)O1)c1ccccc1
  -1	30	-5	-0.4

One compound at a time, as listed above. Order of values: Pf Dd2 growth	T cruzi growth	C diff HTS	KDM4C inh
C[C@@H]1CN([C@@H](C)CO)C(=O)c2cccc(NC(=O)C3CC3)c2O[C@@H]1CN(C)C(=O)Nc1ccc(C(F)(F)F)cc1 is listed with -89*	-17	4	-0.7
C[C@@H]1CN([C@H](C)CO)C(=O)c2cc(NC(=O)CCCN(C)C)ccc2O[C@H]1CN(C)Cc1ccc(-c2ccccc2)cc1 is listed with -1	.	-5	9.8

Rows are unselected; about 7.2% have a hit in one of these screens.
